V1R ag counter = agonists of human V1a receptor, primary screen, counter-screen for OXTR agonist project, fluorescence, CHO-V1R cells; Vasopressin V1a receptor (Homo sapiens), P37288; 320,000 compounds, 0.25% hits; Fluo-8 calcium fluorescence, agonist mode; 0% DMSO, 100% 3 nM vasopressin; activation, % at 3 µM;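 active = activation above the mean activation of all tested compounds plus 3 SD, per screening run, cut at about 20% in these data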;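 note: signal is peak over basal fluorescence ratio across a 100 second FLIPR read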
M1 ag = human M1 muscarinic receptor agonists, primary screen, Fluo-8 calcium fluorescence, CHO-K1 cells, HTS; CHO-K1 hM1, agonist mode; 0% DMSO, 100% acetylcholine EC100; activation, % at 3 µM; 360,000 compounds, 0.33% hits; AID 588814, 2011;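 active = activation above the run's mean compound activation plus 3 SD, cut at about 16% in these data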;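 note: peak over basal fluorescence ratio within a 140 s kinetic read after compound addition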
Target sequence (P11229 whole entry, looked up): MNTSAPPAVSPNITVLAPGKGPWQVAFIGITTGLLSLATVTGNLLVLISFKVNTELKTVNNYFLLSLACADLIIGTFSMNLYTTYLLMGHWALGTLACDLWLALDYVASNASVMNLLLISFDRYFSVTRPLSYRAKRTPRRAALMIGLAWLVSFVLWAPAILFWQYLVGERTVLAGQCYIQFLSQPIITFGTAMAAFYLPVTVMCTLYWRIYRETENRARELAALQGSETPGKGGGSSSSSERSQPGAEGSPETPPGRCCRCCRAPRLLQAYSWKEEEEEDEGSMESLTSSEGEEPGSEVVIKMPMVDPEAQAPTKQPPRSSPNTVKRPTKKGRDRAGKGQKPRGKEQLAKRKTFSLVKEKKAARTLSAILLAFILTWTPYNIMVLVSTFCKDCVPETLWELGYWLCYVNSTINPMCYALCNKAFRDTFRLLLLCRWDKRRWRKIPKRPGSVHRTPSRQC
CHO parental Ca = ATP-evoked calcium signal inhibitors, parental CHO, primary screen, counter-screen for OX1R antagonist project, cell-based, fluorescence, Fluo-8 calcium dye; 330,000 compounds, 0.63% hits; inhibition, % at 5.6 µM; parental CHO-K1, ATP-induced calcium, Fluo-8 fluorescence;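 active = inhibition above that plate's mean sample inhibition plus 3 SD, cut at about 26% in these data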;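 note: 0% = ATP-challenged DMSO wells and 100% = DMSO wells without ATP; some compounds past the cut are filed as inactive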
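Test system: untransfected parental CHO cell line. Compound: one dose, 5.6 µM nominal. Detection: intracellular calcium via Fluo-8 no-wash fluorescent dye. Measure: % inhibition. Benchmarks: ATP-challenged DMSO wells low, unchallenged DMSO wells high.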
TAAR1 agonist = human TAAR1 agonists, primary screen, Fluo-8 calcium fluorescence, CHO RD-HGA16 cells; Trace amine-associated receptor 1 (Homo sapiens), Q96RJ0; vehicle wells 0%, saturating PEA agonist 100%; activation, % at 3 µM; 360,000 compounds, 0.99% hits;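 active = activation above the mean activation of all test compounds in the run plus 3 SD, cut at about 38% in these data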
Target sequence (Q96RJ0 whole entry, looked up): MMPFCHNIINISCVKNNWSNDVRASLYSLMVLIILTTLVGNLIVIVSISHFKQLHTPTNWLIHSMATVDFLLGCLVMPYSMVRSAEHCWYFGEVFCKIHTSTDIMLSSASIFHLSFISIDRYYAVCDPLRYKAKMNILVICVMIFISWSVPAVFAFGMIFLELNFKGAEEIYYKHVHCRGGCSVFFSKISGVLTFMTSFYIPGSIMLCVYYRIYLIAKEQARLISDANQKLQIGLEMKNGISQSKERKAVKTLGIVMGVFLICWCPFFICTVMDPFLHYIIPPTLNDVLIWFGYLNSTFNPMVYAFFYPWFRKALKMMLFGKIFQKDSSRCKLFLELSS
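Test system: RD-HGA16 (CHO) cells co-expressing Gα16 and hTAAR1 / Benchmarks: DMSO vehicle as 0%, PEA at EC100 as 100% / Repeats: no replicates (n 1) / Measure: % activation from peak over basal fluorescence ratio, DMSO-to-PEA scaled / Timing: 17-24 h plating, Fluo-8 75 min 37 °C, 30 min RT / Technique: kinetic Fluo-8 calcium fluorescence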
CHRM1 antagonist = human M1 muscarinic receptor antagonists, primary screen, CHO-K1 cells, Fluo-8 calcium fluorescence, 1536-well | inhibition, % at 3 µM | Muscarinic acetylcholine receptor M1 (Homo sapiens), P11229 | AID 588852, 2011 | CHO-K1 hM1, ACh EC80 antagonist | 360,000 compounds, 1.3% hits;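 active = percent inhibition above its own plate's cutoff, namely the mean of that plate's compound wells plus 3 SD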;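 note: peak over basal fluorescence ratio during 140 s after agonist addition; 0% = ACh EC80 plus DMSO and 100% = DMSO alone without agonist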
TAAR1 antagonist = human TAAR1 antagonists, primary screen, Fluo-8 calcium fluorescence, CHO RD-HGA16 cells | AID 624466, 2012 | antagonist | 360,000 compounds, 1.5% hits | inhibition, % at 3 µM;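 active = inhibition above a per-plate cutoff, the mean inhibition of test compounds on that plate plus 3 SD, cut at about 49% in these data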;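 note: 0% = DMSO plus EC80 beta-PEA response and 100% = DMSO alone without agonist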
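Assay system: CHO-derived RD-HGA16 cells stably expressing human TAAR1 plus Gα16. Timing: 140 s kinetic read after compound, 140 s after agonist. Technique: kinetic Fluo-8 calcium fluorescence measurement. Measure: % inhibition of agonist calcium response.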
OXTR potentiator = human OXTR potentiators, primary screen, fluorescence, CHO-OTR cells, Fluo-8 calcium. Oxytocin receptor (Homo sapiens), P30559. Fluo-8 calcium fluorescence, potentiator mode; 0% = oxytocin EC15, 100% = EC100. activation, % at 3 µM. 320,000 compounds, 0.061% hits. AID 2445, 2010;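 active = activation above that plate's cutoff, the mean activation of tested compounds plus 3 SD, cut at about 6.6% in these data, passing the limit was not always enough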;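 note: 100% uses oxytocin at 75 nM as the full agonist control; some results filed as inactive read as strong as hits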
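test system = CHO-OTR cells, human receptor | compound = single-point 3.0 µM | schedule = 6 min compound pre-incubation at room temperature, 100 s kinetic read | signal = Fluo-8 no-wash calcium dye fluorescence, excitation 470-495 nm, emission 515-575 nm | repeats = single well per compound, singlicate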
OXTR ag = human OXTR agonists, primary screen, fluorescence, CHO-OTR cells, Fluo-8 calcium; Oxytocin receptor (Homo sapiens), P30559; Fluo-8 calcium fluorescence; normalized: DMSO 0%, oxytocin 100%; activation, % at 3 µM; 320,000 compounds, 0.32% hits; AID 2435, 2010;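 active = activation above the mean of all tested compounds plus 3 SD, cutoff set per screening run, cut at about 20% in these data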;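 note: peak over basal fluorescence ratio from a 100 s FLIPR kinetic read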
M1 PAM = human M1 muscarinic receptor positive allosteric modulators, primary screen, CHO-K1 cells, Fluo-8 calcium fluorescence, 1536-well | Muscarinic acetylcholine receptor M1 (Homo sapiens), P11229 | CHO-K1 hM1, ACh EC20; 0% = ACh EC20, 100% = maximal ACh | activation, % at 3 µM | 360,000 compounds, 0.088% hits; in the data active = activation above about 19%, passing the limit was not always enough
Numbers without * were called inactive; / = no result given. Not all compounds are listed (hit frequency here may not be typical).

item	SMILES	V1R ag counter	M1 ag	CHO parental Ca	TAAR1 agonist	CHRM1 antagonist
1	CC(C)Oc1cccc(C(=O)C2CCCN(C3CCOCC3)C2)c1 (stereo not given)	0.4	-8	-10	0	63*
2	COc1ccccc1N1CCN(Cc2cnc(-c3ccccc3)[nH]2)CC1	0.3	-6	-9	1	-3
3	COC(=O)c1c(N)n(Cc2ccc(OC)cc2)c2nc3ccccc3nc12	3.3	-1	-15	20	-1
4	Nc1ccccc1-[n+]1c(-c2ccccc2)cc(-c2ccccc2)cc1-c1ccccc1	0.8	-7	-9	0	-2
5	CC(=O)OC1N=C(c2ccccc2)c2cc(Br)ccc2NC1=O (stereo not given)	-1.6	3	-9	5	-5
6	C=CCn1c(O)c(C(CC)=NCCc2ccccc2)c(=O)[nH]c1=O	0.0	-4	-9	74*	0
7	Cc1cc(C(=O)OCC(=O)Nc2ccc(F)cc2F)c(C)n1C1CC1	0.0	-6	-13	-2	-4
8	CC(C)C12CN3CCN(CC(C3)/C1=N\O)C2	-0.2	-6	-10	-3	5
9	Fc1ccc(Cn2nnnc2C(c2ccc(F)cc2)N2CC=C(c3ccc(F)cc3)CC2)cc1 (stereo not given)	-0.9	-6	-3	1	4
10	Cc1c(C(c2ccc(Br)cc2)c2c(O)c3ccccc3oc2=O)c(=O)n(-c2ccccc2)n1C (stereo not given)	0.1	0	-11	1	-3
11	COc1cc(OC)c(OC)cc1CN1CCN(C(=O)COc2ccc3ccccc3c2)CC1	5.5	-2	-16	4	-7
12	O=C(c1cccnc1)C1CCCN(Cc2nc(-c3cnccn3)no2)C1 (stereo not given)	-0.2	-2	-16	0	-14

item	TAAR1 antagonist	OXTR potentiator	OXTR ag	M1 PAM
1	6	-8	-0.3	-20
2	-13	-2	0.3	0
3	-10	-17	5.4	-2
4	-8	2	0.6	-4
5	3	0	-1.7	16
6	30	-5	-0.6	1
7	-12	-1	-0.8	2
8	108*	-4	0.8	1
9	0	-2	-0.8	-1
10	-36	2	-1.1	5
11	-7	0	4.8	9
12	-1	-3	1.0	10

Continued.
item	SMILES	V1R ag counter	M1 ag	CHO parental Ca	TAAR1 agonist	CHRM1 antagonist
13	CSCCC(c1nnnn1-c1ccc2c(c1)OCCO2)N1CCC2(CC1)C(=O)NCN2c1ccccc1 (stereo not given)	/	2	/	17	-6
14	Nc1ccc([As](=O)(O)O)cc1	-0.4	-3	-8	2	-27
15	COc1ccc(OCC#CCN2CCNCC2)cc1	1.7	-4	-10	0	-1
16	OC1(CN2CCOCC2)C2CC3CC(C2)CC1C3 (stereo not given)	0.7	-5	-12	4	-5
17	C=CCn1c(O)c(C=Nc2ccc(F)cc2)c(=O)[nH]c1=O	0.1	-3	-5	1	-8
18	Cc1nn(Cc2ccccc2)c(C)c1C(=O)OCC(=O)Nc1cc(S(C)(=O)=O)ccc1Cl	16	-5	-7	14	2
19	Clc1cccc(N2Cc3cc(N4CCOCC4)ccc3-n3nncc3C2)c1	/	-2	/	3	5
20	CCc1ccc(NC(=O)C(C)OC(=O)c2c(C)nn(Cc3ccccc3)c2Cl)cc1 (stereo not given)	1.4	-8	-11	7	-2
21	CC(C)(C)P(=O)(N1CCOCC1)N1CCOCC1	-0.6	-3	9	0	-9
22	NCCc1ccccc1	0.1	-2	-7	92*	-5
23	CC12CCC3C(CCC4CC(=O)CCC43C)C1CC(=NO)C2=O (stereo not given)	/	-3	/	-2	-3
24	CC(C)OC(=O)c1c(N)n(Cc2ccco2)c2nc3ccccc3nc12	1.3	0	-20	4	11

item	TAAR1 antagonist	OXTR potentiator	OXTR ag	M1 PAM
13	54*	/	/	-2
14	2	-3	-0.8	5
15	-12	3	0.9	3
16	5	-1	0.6	8
17	1	-9	-0.2	8
18	9	-13	7.3	7
19	-5	/	/	0
20	6	-4	-0.2	0
21	0	0	1.4	12
22	81*	-1	0.9	3
23	-3	/	/	-2
24	11	2	0.1	-6

Reformatted as a markdown table: part of the list above.
| item | canonical_smiles | V1R ag counter | M1 ag | CHO parental Ca | TAAR1 agonist | CHRM1 antagonist | TAAR1 antagonist | OXTR potentiator | OXTR ag | M1 PAM |
| --- | --- | --- | --- | --- | --- | --- | --- | --- | --- | --- |
| 16 | OC1(CN2CCOCC2)C2CC3CC(C2)CC1C3 (stereo not given) | 0.7 | -5 | -12 | 4 | -5 | 5 | -1 | 0.6 | 8 |
| 17 | C=CCn1c(O)c(C=Nc2ccc(F)cc2)c(=O)[nH]c1=O | 0.1 | -3 | -5 | 1 | -8 | 1 | -9 | -0.2 | 8 |
| 18 | Cc1nn(Cc2ccccc2)c(C)c1C(=O)OCC(=O)Nc1cc(S(C)(=O)=O)ccc1Cl | 16 | -5 | -7 | 14 | 2 | 9 | -13 | 7.3 | 7 |
| 19 | Clc1cccc(N2Cc3cc(N4CCOCC4)ccc3-n3nncc3C2)c1 | / | -2 | / | 3 | 5 | -5 | / | / | 0 |
| 20 | CCc1ccc(NC(=O)C(C)OC(=O)c2c(C)nn(Cc3ccccc3)c2Cl)cc1 (stereo not given) | 1.4 | -8 | -11 | 7 | -2 | 6 | -4 | -0.2 | 0 |
| 21 | CC(C)(C)P(=O)(N1CCOCC1)N1CCOCC1 | -0.6 | -3 | 9 | 0 | -9 | 0 | 0 | 1.4 | 12 |

Continuation:
item	SMILES	V1R ag counter	M1 ag	CHO parental Ca	TAAR1 agonist	CHRM1 antagonist
25	CCCN(CCC)[C@@H]1CCc2cccc(O)c2C1	1.4	-8	-20	2	24
26	CC(=O)C1C2c3ccccc3OC1(C)N=c1s/c(=C/c3cnn(C)c3)c(=O)n12 (stereo not given)	1.9	-3	-19	8	-7
27	COC(=O)C1=C(c2ccc(OC)c(OC)c2)C[C@@H]2CC[C@H]1N2C(=O)NCc1ccco1	-1.1	-3	-3	1	-7
28	CC(=O)Nc1ccc(C(c2c(O)c3ccccc3oc2=O)c2c(C)n(C)n(-c3ccccc3)c2=O)cc1 (stereo not given)	1.1	-2	-7	0	6
29	CCN1CCN(Cc2cc(Br)ccc2O)CC1	1.6	-4	-9	8	28
30	CCN(CC)C1=NC(=[N+](CC)CC)c2ccccc21	0.8	-8	-6	3	1
31	CCOC(=O)C1=C(C)c2ccccc2OC1(C(=O)OCC)c1ccccc1 (stereo not given)	/	1	-21	-1	-14
32	O=C(Nc1nccs1)c1c(O)c2c(n(Cc3ccco3)c1=O)CCCC2	0.3	-2	-18	-1	-6
33	CC(C)N1CCN(Cc2cc3c(cc2Cl)OCO3)CC1CCO (stereo not given)	-0.9	-8	-2	-4	12
34	ClCC(Br)CBr (stereo not given)	0.6	-1	-11	2	12
35	CC(C)n1c(=O)c(C=Nc2cccc([N+](=O)[O-])c2)c(O)n(CCc2ccccc2)c1=O	3.8	-3	-10	12	-4
36	N=C1C(c2ccccc2)=C(O)CN1Cc1ccco1	1.6	-2	-10	-2	-1

item	TAAR1 antagonist	OXTR potentiator	OXTR ag	M1 PAM
25	-29	0	2.2	-21
26	12	-12	2.1	7
27	-4	-4	0.7	8
28	-3	-14	0.7	-1
29	-3	-8	1.1	-17
30	6	6	2.6	-2
31	-2	/	/	15
32	16	0	-1.3	4
33	9	-4	-0.3	-8
34	19	2	0.9	-8
35	15	-4	4.2	-5
36	-1	9	1.1	6

Continuation.
item	SMILES	V1R ag counter	M1 ag	CHO parental Ca	TAAR1 agonist	CHRM1 antagonist
37	O=S(=O)(F)c1ccc2nc(-c3cccc(Sc4ccccc4)c3)cc(Cl)c2c1	0.3	-2	-5	0	-15
38	CN(C(=O)Oc1ccc(Cl)c2cccnc12)c1ccccc1	0.6	2	1	5	6
39	CCCOC(=O)c1ccccc1C(=O)OCCC	-0.7	-6	-11	1	-10
40	CCC1(C2=NCCN2)Cc2ccccc2O1 (stereo not given)	0.9	-6	-13	19	-27
41	O=C(NC1CN2CCC1CC2)c1cccc(Cl)c1 (stereo not given)	1.0	-9	-9	0	-7
42	COC(=O)C1=C(c2cccc(OC)c2OC)C[C@@H]2CC[C@H]1N2C(=O)NCC1CC1	-0.7	-4	-12	13	-2
43	COC(=O)C1=C(c2ccc(F)cc2OCc2ccccc2)C[C@@H]2CC[C@H]1N2C(=O)NCc1ccc2[nH]ccc2c1	0.5	-3	-20	0	7
44	COC(=O)C(C)NC(=S)N1CC2C[C@@H](C1)Cn1c2cccc1=O (stereo not given in full)	0.3	1	1	5	-1
45	CCCOc1ccccc1C1SCC(=O)Nc2c1c(=O)[nH]n2C(C)CCC (stereo not given)	-0.3	-4	-6	7	-38
46	COC(=O)C1=C(c2ccc3ccccc3c2)C[C@@H]2CC[C@H]1N2C(=O)NCc1ccco1	-0.3	-4	-27	2	-6
47	COC(=O)C1=C(c2ccc(OC(F)(F)F)cc2)C[C@@H]2CC[C@H]1N2C(=O)N1CCOCC1	0.8	-2	1	4	-5
48	CC(=O)OC1N=C(c2ccccc2)c2cc(Br)ccc2N(C)C1=O (stereo not given)	-0.5	-1	-10	1	0

item	TAAR1 antagonist	OXTR potentiator	OXTR ag	M1 PAM
37	-25	-6	0.8	9
38	2	-6	-1.1	4
39	4	0	-1.8	5
40	-17	2	0.7	4
41	0	0	-0.1	0
42	2	-1	-0.2	5
43	30	-5	-0.2	1
44	-17	-2	1.4	8
45	-7	-7	-2.8	11
46	-13	-2	-1.8	1
47	9	-4	-0.6	11
48	5	-8	1.1	4

Other records
item	SMILES	V1R ag counter	M1 ag	CHO parental Ca	TAAR1 agonist	CHRM1 antagonist
49	O=C(C1CC(c2ccc(F)cc2)=NO1)N1CCC2(CC1)OCCO2 (stereo not given)	-0.2	-2	2	-1	-8
50	COc1ccc(NC(=S)N2Cc3ccccc3-n3nncc3C2)c(OC)c1	/	0	/	3	-4
51	COc1ccc(CNCCc2c[nH]c3ccccc23)c(OC)c1C	14	-1	-13	28	-26
52	FC(F)=C(F)CCSc1ncn[nH]1	-0.2	-7	-7	10	1

item	TAAR1 antagonist	OXTR potentiator	OXTR ag	M1 PAM
49	14	-16	-0.6	10
50	8	/	/	-5
51	3	-15	11	19
52	16	1	0.7	9

High-throughput results (PubChem)
